RTF Ca sens inh: cardiac RTF calcium desensitization | 340,000 tested, 0.12% active | AID 493244 | inhibition, % at 7.15 µM | P19429+P45379 | IANBD-labeled cardiac RTF, Ca2+ fluorescence;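 active = inhibition above the mean inhibition of all tested compounds plus 3 SD, cut at about 17% in these data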;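 note: assay run at fixed EC70 calcium of 1.6 mM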
Keap1 Nrf2 FP: Keap1-Nrf2 (human) interaction inhibition. Q14145. Keap1 Kelch-Nrf2 peptide fluorescence polarization, 1536-well. inhibition, % at 9.4 µM. 340,000 tested, 0.15% active. AID 504523; in the data active = inhibition above about 12%;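 note: human Keap1 Kelch domain with fluorescein labeled Nrf2 9mer peptide probe; 0% = neutral control wells and 100% = peptide positive control; higher means more block of Keap1 binding to Nrf2 peptide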
V-ATPase pH: yeast V-ATPase proton transport regulation by pHLuorin; S. cerevisiae, pHLuorin cytosolic pH fluorescence; response, % at 10 µM; 350,000 tested, 0.37% active; in the data active = response mostly above about 7.3%, no sharp cut-off; inactive = mostly below about 5.4%; note: actives read high; inactives centre near 0; some compounds called inactive have numbers as strong as hits
CAL PDZ FP-1: inhibitors of human CAL PDZ peptide binding. purified CAL PDZ, TMR-peptide fluorescence polarization, 1 h. inhibition, % at 20 µM. 330,000 tested, 0.02% active. AID 504414;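 active = highest replicate inhibition of at least 40%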;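 note: plate controls were DMSO neutral control wells for no effect and unlabeled competitor peptide control wells for full effect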
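Material: tagged CAL PDZ protein CerCALP, purified; buffer or medium: sodium phosphate/NaCl buffer pH 7.4 with TCEP, IgG, Thesit; also added: fluorescent TMR peptide probe; schedule: 1 h incubation at room temperature before polarization reading; technique: fluorescence polarization from S- and P-plane intensities, G-factor corrected; control set: unlabelled peptide and DMSO controls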
Arr AP2 block: inhibitors of human beta-arrestin and AP2 interaction | FITC-arrestin peptide / GST-AP2 beads, flow cytometry; AP2 beta2 appendage carries R879A mutation | inhibition, % at 10 µM | 340,000 tested, 0.31% active | AID 504490;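 active = inhibition above a set limit, near 3 SD of compounds lacking own fluorescence, cut at about 54% in these data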;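 note: plate controls were DMSO wells for no effect and 5 µM unlabelled arrestin peptide for full effect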
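Test system: GST-tagged AP2 beta2-adaptin appendage (R879A) on 4 µm glutathione beads; also added: fluorescein-tagged arrestin peptide at 50 nM final; timing: 12 min plus 1 h, RT; signal: flow cytometry, FL1 (488/535 nm); read-out: percent drop in bead-associated FITC signal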
NSD2 HMT inh: blocks human histone methyltransferase NSD2 | NSD2 peptide methylation, AlphaScreen, 120 min | inhibition, % at 12.5 µM | O96028 | 310,000 tested, 0.54% active | AID 743445; in the data active = inhibition above about 50%
Target sequence (O96028 whole entry, looked up): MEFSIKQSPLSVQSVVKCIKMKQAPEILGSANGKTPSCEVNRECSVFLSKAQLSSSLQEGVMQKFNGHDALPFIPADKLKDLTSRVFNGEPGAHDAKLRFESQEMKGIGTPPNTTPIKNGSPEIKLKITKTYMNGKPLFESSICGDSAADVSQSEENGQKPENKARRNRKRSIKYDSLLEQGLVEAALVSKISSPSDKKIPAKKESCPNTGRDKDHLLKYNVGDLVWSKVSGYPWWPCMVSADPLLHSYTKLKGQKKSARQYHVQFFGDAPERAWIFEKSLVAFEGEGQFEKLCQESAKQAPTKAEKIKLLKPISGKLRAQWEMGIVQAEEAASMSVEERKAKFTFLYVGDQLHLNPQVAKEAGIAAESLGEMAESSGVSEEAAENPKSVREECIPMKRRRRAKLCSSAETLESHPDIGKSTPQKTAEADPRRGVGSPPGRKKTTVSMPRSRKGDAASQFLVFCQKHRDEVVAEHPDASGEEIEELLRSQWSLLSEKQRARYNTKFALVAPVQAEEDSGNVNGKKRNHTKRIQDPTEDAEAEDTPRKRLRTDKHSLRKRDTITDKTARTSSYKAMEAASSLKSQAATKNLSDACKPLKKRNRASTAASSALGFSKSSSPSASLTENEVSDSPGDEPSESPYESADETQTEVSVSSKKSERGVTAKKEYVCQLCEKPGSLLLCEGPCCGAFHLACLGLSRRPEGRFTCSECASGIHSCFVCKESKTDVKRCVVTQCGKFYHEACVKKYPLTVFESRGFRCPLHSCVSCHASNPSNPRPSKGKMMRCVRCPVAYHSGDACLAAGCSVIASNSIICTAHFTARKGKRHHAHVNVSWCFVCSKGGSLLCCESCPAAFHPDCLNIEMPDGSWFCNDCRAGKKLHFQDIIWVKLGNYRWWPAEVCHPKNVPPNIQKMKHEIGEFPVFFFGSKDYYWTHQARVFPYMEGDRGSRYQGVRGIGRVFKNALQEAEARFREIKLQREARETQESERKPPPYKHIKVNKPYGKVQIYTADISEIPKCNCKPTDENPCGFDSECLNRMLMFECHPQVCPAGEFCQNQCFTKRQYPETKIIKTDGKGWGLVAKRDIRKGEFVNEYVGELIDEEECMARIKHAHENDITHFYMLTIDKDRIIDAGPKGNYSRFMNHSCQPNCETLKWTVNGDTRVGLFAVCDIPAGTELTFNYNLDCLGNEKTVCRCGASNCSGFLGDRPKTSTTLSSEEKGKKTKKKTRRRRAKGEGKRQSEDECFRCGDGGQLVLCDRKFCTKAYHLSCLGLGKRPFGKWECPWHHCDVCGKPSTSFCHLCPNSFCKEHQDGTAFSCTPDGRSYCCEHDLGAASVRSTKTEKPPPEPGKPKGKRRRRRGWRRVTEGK
DSG3 Ab inh: inhibitors of pemphigus antibody binding to human desmoglein-3; P32926; DSG3-coupled beads, scFv-anti-DSG3-GFP binding, flow cytometry; stronger effect = lower value; binding (percent of control), % at 10 µM; 310,000 tested, 0.48% active; AID 588358;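 active = binding more than 3 SD below its plate's average and above zero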;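 note: hits lower antibody fragment binding to DSG3; some compounds called inactive have numbers as strong as hits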
DAGLB inhibitor: blocks human DAGLB lipase activity; 340,000 tested, 0.059% active; Q8NCG7; HEK293T DAGLB membrane lysate, EnzChek fluorogenic substrate; inhibition, % at 5.17 µM; AID 504411; in the data active = inhibition above about 34%;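 note: 0% = enzyme with vehicle and 100% = wells lacking enzyme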
C-LANA FP: blocks KSHV LANA C-terminal domain binding to DNA. MBP-C-LANA/FAM-LBS DNA binding, fluorescence polarization. inhibition, % at 9 µM. 340,000 tested, 0.078% active. AID 504423;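 active = highest replicate inhibition at or above 60% at 9 µM, even if other replicates fall short; inactive = all replicates below 60% inhibition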;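 note: 0% = neutral control wells and 100% = 4 µM acridine orange control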
CAL PDZ FP-2: inhibitors of human CAL PDZ peptide binding. inhibition, % at 24.9 µM. AID 602252. 300,000 tested, 0.92% active. purified CAL PDZ, TMR-peptide fluorescence polarization, 1 h;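 active = mean inhibition of at least 30% with at least half of replicates also reaching 30%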;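 note: 0% = DMSO neutral control and 100% = excess unlabeled competitor peptide PRC23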
Starred values were filed as active, the others as inactive; · = not tested or not shown.

Compound	RTF Ca sens inh	Keap1 Nrf2 FP	V-ATPase pH	CAL PDZ FP-1	Arr AP2 block	NSD2 HMT inh	DSG3 Ab inh	DAGLB inhibitor	C-LANA FP	CAL PDZ FP-2
OC1c2cc(Cl)ccc2-c2c(Cl)cc(Cl)cc21 (stereo not given)	-1	1	1	-0.3	-8	1	114	-5	-0.7	-4
CC(C)CCNC(=O)C(c1ccco1)N(C(=O)Cn1nnc2ccccc21)c1ccc2c(c1)OCO2 (stereo not given)	1	-7	2	0.1	6	-4	108	2	0.4	0
COc1ccccc1Cn1c(=S)[nH]c2cc(C(=O)NCCN3CCOCC3)ccc2c1=O	-2	0	-2	-0.5	-3	0	102	-1	0.0	·
CCOC(=O)CNc1nc(-c2ccncc2)nc2ccccc12	-3	-2	5	-2.5	4	1	96	-1	0.9	-3
OCCCCNCc1cc(Br)ccc1OCc1ccccc1	-4	-4	-3	-6.9	3	-3	101	-1	-0.6	-5
O=C(CN1C(=O)C2CC=CCC2C1=O)Nc1nc(-c2ccc(F)c(F)c2)cs1 (stereo not given)	3	2	-4	-0.3	-6	-2	96	-1	-2.2	·
CC(=O)Nc1cccc(Oc2ncccc2[N+](=O)[O-])c1	-1	-5	-1	-0.4	-1	-2	91	2	-0.1	-1
Cc1cc(C)c(NC(=O)c2cc(C(=O)O)ccc2C(=O)O)c([N+](=O)[O-])c1	-5	0	0	-0.6	16	·	100	0	-0.4	0
O=C(N/N=C/c1ccc(O)cc1)Nc1cccc2nsnc12	2	-3	-1	4.4	24	12	·	0	-1.2	31*
Clc1ccc(CSc2snnc2-c2ccccc2)cc1	-1	1	-5	-1.5	13	-1	102	-8	1.8	-3
Cc1cc(=O)oc2c(C)c(OC(C)C(=O)N3CC[C@@]4(O)CCCC[C@H]4C3)ccc12 (stereo not given in full)	-2	-4	2	0.2	21	·	·	-3	1.2	0
COc1ccc(-n2nc(C(=O)NCC(=O)NCc3ccc(F)cc3)c3ccccc3c2=O)c(OC)c1	-6	-2	0	-0.3	2	0	95	1	0.4	0
Cn1cccc1/C=N/N1CCN(c2ccccn2)CC1	-13	0	0	-2.5	-7	4	90	2	0.3	-2
COc1ccc(OC)c(S(=O)(=O)NCc2ccccn2)c1	2	1	0	0.7	-11	-3	96	-1	-0.6	6
COC(=O)C(NC(=O)COc1ccccc1)(Nc1nc2c(s1)CCCC2)C(F)(F)F (stereo not given)	1	-9	-4	-2.8	-10	·	107	-3	0.7	2
CCOC(=O)C1(Cc2ccccc2)CCN(Cc2cnn(CC)c2)CC1	-14	-5	2	-1.1	2	0	107	-1	-0.3	3
CCC(C)Sc1nnc(CSc2nc(C)cc(C)n2)n1C (stereo not given)	1	-1	-4	-0.4	-12	9	104	1	-0.2	3
COc1ccc(CCNC(=O)C2CC3Cn4c(nc5ccccc54)C3N2c2ccccc2)cc1 (stereo not given)	-2	-1	-4	-1.3	10	·	107	-3	2.3	-4
O=C(CN(c1ccccn1)S(=O)(=O)c1ccc(F)cc1)Nc1ccc(F)cc1F	1	1	0	-1.5	-23	1	99	-1	0.9	0
CCOc1ccc(/C=N/Nc2nc(=O)[nH]nc2C)cc1OC	-3	1	-4	-2.2	-7	16	82	-1	-1.7	0
Cn1cccc/c1=N\c1cccc[n+]1C	·	·	-2	·	-4	0	100	·	·	·
COc1cccc(OC)c1C(=O)NNC(=O)c1ccccc1-n1cccc1	-10	-4	2	4.8	-13	-6	114	4	1.0	0
Cc1ccc(OCC(COCc2ccccc2)NC(C)C)cc1 (stereo not given)	-16	0	-1	0.1	3	-4	95	-4	-1.3	-5
COc1ccc(CNC(=S)NCc2ccc(F)cc2)cc1OC	-2	-2	-2	-0.5	4	-1	108	1	0.7	2
COc1ccccc1CNC(=O)CCc1ccccc1	-9	-3	1	-1.1	3	0	95	0	-0.2	·
Cc1cn2c(nc(=O)c3cccnc32)s1	-15	1	2	0.2	18	3	90	-2	-0.5	2
Cn1c(=O)c2[nH]c(CCCCCCCCc3nc4ccccc4[nH]3)nc2n(C)c1=O	-1	0	0	-5.1	-14	-2	99	0	-0.7	·
COc1ccc(S(=O)(=O)N/N=C\c2ccc3c(c2)OCO3)c(OC)c1	-1	-5	7	-3.4	0	-2	103	2	-1.7	-6
CCNc1[nH]c(=O)n(C)c(=O)c1N=O	10	-2	0	-1.8	2	-3	116	2	-1.6	0
CC(C)(C)C(=O)NC(=S)Nc1ccccn1	-9	-2	-1	-2.9	17	0	101	-1	-0.2	-1

The list goes on, overlapping the part above by two compounds.
Compound	RTF Ca sens inh	Keap1 Nrf2 FP	V-ATPase pH	CAL PDZ FP-1	Arr AP2 block	NSD2 HMT inh	DSG3 Ab inh	DAGLB inhibitor	C-LANA FP	CAL PDZ FP-2
CCNc1[nH]c(=O)n(C)c(=O)c1N=O	10	-2	0	-1.8	2	-3	116	2	-1.6	0
CC(C)(C)C(=O)NC(=S)Nc1ccccn1	-9	-2	-1	-2.9	17	0	101	-1	-0.2	-1
Cc1cc(C(=O)N2CCc3c([nH]c4ccccc34)C2c2cccc(Cl)c2)nn1C (stereo not given)	-9	-2	-1	-2.8	14	0	98	2	1.6	-3
CC1CC(C)CN(S(=O)(=O)N2CCCC(C(=O)NCc3ccccc3Cl)C2)C1 (stereo not given)	0	2	-3	-2.8	19	-1	100	-4	-0.5	4
Cc1ncc([N+](=O)[O-])n1CCO	10	-1	9	-0.9	-2	·	111	1	1.3	4
Clc1cccc(-c2ccnc3nc(-n4cccc4)nn23)c1	0	-2	3	-0.6	6	-4	99	-2	-0.5	·
COc1ccc(/C=C/C(=O)OCCNC(=O)c2ccncc2)cc1OC	-4	-1	-4	-0.7	-30	-1	90	0	2.0	-2
Cc1ccc(N2CC(C(=O)NC3=NCCS3)CC2=O)cc1C (stereo not given)	-2	-2	2	0.3	3	·	103	-1	-0.2	-13
COc1cccc(C(=O)Nc2ccc(N3CCN(C(=O)c4ccco4)CC3)cc2)c1	-6	2	3	-0.8	7	2	108	-1	0.4	-3
CCOc1ccccc1N(C(=O)CNC(=O)c1ccco1)C(C(=O)NC(C)(C)C)c1ccncc1 (stereo not given)	-9	-3	-2	-1.2	0	·	104	-3	-1.4	1
Cc1nc2ccccn2c(=O)c1NC(=O)c1cccs1	-14	-3	1	-2.4	-4	-1	106	2	0.5	-2
CC(C)NC(=O)Cn1c(=O)cnc2ccccc21	15	-4	0	-0.3	32	-2	105	-1	-0.7	-3
CCOC(=O)C1CCN(CC(=O)N2C(C)CCCC2C)CC1 (stereo not given)	-3	-4	11	·	3	2	102	-4	-0.7	-1
C=CCNC(=O)COc1c(C)ccc(C)c1C	-17	0	-2	-1.6	9	1	123	1	-1.1	-3
COc1ccc(C)cc1NC(=O)c1ccc(NS(=O)(=O)c2c(C)noc2C)cc1	0	0	6	-2.5	26	-5	106	1	-0.2	1
Cc1cc(-c2ccccc2)nc(N/N=C/c2ccco2)n1	2	1	3	-1.8	-10	-20	100	2	2.6	-2
COc1ccc(C(=O)OCCN2CCOCC2)cc1	-2	0	4	-0.9	26	0	104	-2	0.2	·
CCOc1ccc(N2C(=O)S/C(=C\c3ccc(O)c(OCC)c3)C2=O)cc1	2	-5	2	-1.7	4	22	100	-4	-0.7	-8
CN(C)CCCN(C(=O)c1cc2cc([N+](=O)[O-])ccc2s1)c1nc2cc3c(cc2s1)OCCO3	-24	-3	-2	0.4	-4	·	112	-3	-1.6	1
O=S(=O)(Nc1ncnc2scc(-c3ccc(F)cc3)c12)c1cc(F)ccc1F	-6	1	2	-2.1	24	1	99	8	0.0	-4
COc1ccccc1CNc1nc(S(=O)(=O)c2ccccc2)c(Cl)s1	-3	-3	2	-0.5	-5	-3	116	-1	0.5	0
C/C(=N\NC(=O)c1sccc1C)c1cccnc1	-5	-3	0	17	-12	0	·	-3	0.5	-2
CCCCC(=O)N(c1ccc(C)c(C)c1)C1C=CS(=O)(=O)C1 (stereo not given)	3	-1	0	-0.2	13	-7	101	-3	-1.3	2
Cc1ccc(C2=NCCn3c2c2ccc(C(F)(F)F)cc2[n+]3[O-])cc1	-9	-4	0	-5.6	·	·	98	4	-0.1	2
CCOC(=O)C1CCN(C(=O)C2CCN(c3nn4c(=O)cc(C)nc4s3)CC2)CC1	6	-2	-1	-2.6	-11	-4	101	0	1.2	-1
CCOC(=O)[C@@H]1[C@H]2COc3cc(OC)ccc3[C@H]2N2C(=O)N(c3ccc(Cl)cc3)C(=O)[C@]12C	8	-1	0	0.1	17	·	103	-10	1.7	4
CC1(C2CC2)NC(=O)N(CC(=O)N2CCN(c3ccccc3F)CC2)C1=O (stereo not given)	·	·	-1	·	·	-1	101	-4	·	·
COc1ccc(N2CC(NC(=O)N3CCc4ccccc43)CC2=O)cc1OC (stereo not given)	0	0	-3	1.1	-5	·	88	4	-0.8	1

Assay outcomes: PubChem, several laboratories

Some of the compounds tested, so the mix of outcomes need not match the whole.
